# STK33 kinase inh = blocks human STK33 kinase activity; Q9BYT3; purified STK33, MBP phosphorylation, ADP-Glo luminescence; inhibition, % at 10 µM; actives 0.073% (n = 320,000);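 active = inhibition at or above 25%, using the most active replicate where run in duplicate; inactive = inhibition below 25%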
# Target sequence (Q9BYT3 whole entry, looked up): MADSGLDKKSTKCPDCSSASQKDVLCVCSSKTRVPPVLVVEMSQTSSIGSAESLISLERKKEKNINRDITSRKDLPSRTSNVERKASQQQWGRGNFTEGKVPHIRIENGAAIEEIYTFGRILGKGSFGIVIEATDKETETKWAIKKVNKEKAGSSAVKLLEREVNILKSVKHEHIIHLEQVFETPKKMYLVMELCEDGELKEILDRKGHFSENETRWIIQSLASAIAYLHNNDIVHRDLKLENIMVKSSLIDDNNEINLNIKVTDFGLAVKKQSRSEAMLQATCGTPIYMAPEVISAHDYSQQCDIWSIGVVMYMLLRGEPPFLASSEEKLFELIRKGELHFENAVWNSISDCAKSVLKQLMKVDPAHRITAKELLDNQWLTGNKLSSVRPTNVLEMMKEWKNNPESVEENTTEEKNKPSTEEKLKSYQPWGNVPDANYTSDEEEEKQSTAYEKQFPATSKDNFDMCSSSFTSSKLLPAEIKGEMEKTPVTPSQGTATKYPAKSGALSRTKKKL
# KCNQ2 inh = KCNQ2 potassium channel inhibitors, primary screen, cell-based, CHO-K1, FluxOR thallium flux, B-score (AID 2156). 20 min; hits give low values. O88943. actives 1.1% (n = 310,000). B-score at 10 µM;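 active = fluorescence ratio B-score at most minus 3 library SDs, with starting brightness B-score within 2 library SDs, cut at about -5.5 in these data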
# OX1R antag = blocks the human orexin 1 receptor | OX1R-expressing cells, FRET antagonist read-out | actives 1.8% (n = 330,000) | AID 485270 | inhibition, % at 6.6 µM | O43613; in the data active = inhibition mostly above about 38%, no sharp cut-off; inactive = mostly below about 40%;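 note: 0% = agonist challenge alone and 100% = reference antagonist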
# Target sequence (O43613 whole entry, looked up): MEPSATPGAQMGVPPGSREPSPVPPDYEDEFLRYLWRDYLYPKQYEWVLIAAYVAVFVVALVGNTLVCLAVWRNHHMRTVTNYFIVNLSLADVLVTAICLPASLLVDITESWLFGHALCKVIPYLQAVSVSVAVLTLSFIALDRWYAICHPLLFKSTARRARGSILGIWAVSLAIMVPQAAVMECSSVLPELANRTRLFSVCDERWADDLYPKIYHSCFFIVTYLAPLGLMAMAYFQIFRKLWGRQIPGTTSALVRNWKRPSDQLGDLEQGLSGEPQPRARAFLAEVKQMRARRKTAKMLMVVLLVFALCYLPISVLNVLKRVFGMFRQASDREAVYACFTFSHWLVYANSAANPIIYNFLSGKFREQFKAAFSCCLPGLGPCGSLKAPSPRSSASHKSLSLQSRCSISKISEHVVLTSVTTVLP
# * marks the source's active call; other numbers are inactive results; i = inactive; . = no result given.
STK33 kinase inh	KCNQ2 inh	OX1R antag	canonical_smiles
-0.9	i	12	COc1cc(/C=N/NC(=O)c2ccc3nc[nH]c3c2)cc(OC)c1OC
-1.1	i	5	CCOC(=O)N1CCC(N2C(=O)c3ccccc3C2Nc2ccc(S(=O)(=O)N3CCCCC3)cc2)CC1 (stereo not given)
-1.1	.	21	O=C(COc1ccc2ccc(=O)oc2c1)Nc1cccc(S(=O)(=O)N2CCCCC2)c1
-1.2	i	7	COc1ccc(C)cc1S(=O)(=O)N1CCN(Cc2ccccc2)CC1
2.1	i	10	Cc1cc(C(=O)Nc2cccc3ccccc23)n(-c2ccccc2)n1
-5.7	i	13	O=C(O)CN=C(NS(=O)(=O)c1ccccc1)c1ccccc1
.	i	22	Cc1cc(=O)oc2cc(NC(=O)C(C)Oc3cccc(Cl)c3)ccc12 (stereo not given)
0.2	i	26	Cc1cnc(C(=O)OCC(=O)NCc2ccc3c(c2)OCO3)cn1
-2.9	i	6	CC1CC(O)(Cc2ccccc2)C(C)CN1C (stereo not given)
3.6	i	8	Cc1cc(N2C(=O)c3ccc(C(=O)Nc4ccc(CC(=O)O)cc4)cc3C2=O)no1
-0.1	i	2	CCNC(=S)N/N=C/c1ccc(OCCOc2ccccc2C)cc1
-0.6	i	3	COc1nc(-c2ccccc2)ccc1-c1noc(-c2cccs2)n1
0.3	i	13	COC(=O)[C@@H](NC(=O)NCc1ccccc1Cl)C(C)C
-0.2	.	-2	C[C@@H](NC(=O)c1nc[nH]c1C(=O)N1CCN(C(=O)OC(C)(C)C)CC1)c1ccccc1
2.7	.	85*	O=C(O)C1=CC[C@@H](c2ccc(Cl)cc2)N(S(=O)(=O)c2ccc(Cl)cc2)[C@H]1c1cccc(Cl)c1
0.5	i	4	CCn1cnc2cc(NCc3ccc(Br)cc3)ccc21
0.0	i	15	O=C(COC(=O)c1cnc(Cl)c(Cl)c1)NCc1ccc2c(c1)OCO2
-1.5	i	-2	Cc1cc(C)c2nc(N3CCC(C(=O)NCCN4CCOCC4)CC3)sc2c1
0.6	i	4	Cn1c(=O)c2cc(S(=O)(=O)NCCC(=O)NCCc3ccc(Cl)cc3)ccc2n(C)c1=O
-0.5	i	-1	COCCN(C(=O)c1ccccc1OC1CCN(S(C)(=O)=O)CC1)C(C)C

# Next section.
STK33 kinase inh	KCNQ2 inh	OX1R antag	canonical_smiles
.	i	17	COc1cccc(-c2cc(C(=O)NCc3ccco3)c3ccccc3n2)c1
-1.2	i	10	Cc1nnc(SC(C)C(=O)NC2CCCCC2C)s1 (stereo not given)
-1.4	i	101*	COc1ccc(CCn2c(NCCCN3CCOCC3)nc3c2c(=O)[nH]c(=O)n3C)cc1
-0.8	i	.	CCNC(=O)/C(C#N)=C/c1c(N2CCN(c3cccc(Cl)c3)CC2)nc2c(C)cccn2c1=O
-1.2	i	35	O=c1[nH]c2ccc(Cl)cc2c(-c2ccccc2)c1SC(=S)N1CCOCC1
0.7	i	-7	CNC(=O)c1ccccc1Sc1cccc2cccc(C(=O)O)c12
0.3	i	59	COc1ccccc1N=C1SC(C(=O)Nc2cccc(Cl)c2Cl)C(N)=C1C(N)=O (stereo not given)
0.1	i	1	CC(C)NS(=O)(=O)c1ccc(CCC(=O)NCc2ccco2)cc1
-0.8	.	10	Cc1nn(-c2ccccc2)c(C)c1C(=O)OCC(=O)Nc1ccccc1
-1.7	i	8	COc1ccc(OC)c(C(C)NC(=O)c2ccco2)c1 (stereo not given)
-1.2	i	10	COCCN(C(=O)COC(=O)c1ccc(Cl)s1)c1c(N)n(Cc2ccccc2)c(=O)[nH]c1=O
-1.2	i	24	O=C(Nc1ccccc1SCC1CSc2nc3ccccc3c(=O)n21)c1ccccc1 (stereo not given)
0.1	i	16	Cc1cc(NC(=O)C2CC(=O)N(c3ccccc3)C2)no1 (stereo not given)
-2.4	i	23	NC(=S)N/N=C/c1ccccc1OC(=O)/C=C/c1ccccc1
-0.8	i	24	COc1cc(NC(=O)c2ccc(Cl)cc2)c(Cl)cc1NC(=O)c1cccnc1
-4.1	i	18	CSc1cccc(N2CC(C(=O)N(CC(C)C)c3c(N)n(Cc4ccccc4)c(=O)[nH]c3=O)CC2=O)c1 (stereo not given)
-2.1	i	5	Cc1ccc(CNC(=O)CCCn2c(=O)c3ccccc3n(CC(=O)NC3CCCC3)c2=O)cc1
-0.7	i	13	O=C(COc1ccccc1Cl)NCCCNC(=O)c1ccco1
0.0	i	23	CCOC(=O)CC(=O)CSc1nc2c(C)c(C)ccc2cc1C
-0.8	i	8	Cc1csc2c(SCC(=O)NNC(=O)C(Cl)Cl)ncnc12

# Other records follow.
STK33 kinase inh	KCNQ2 inh	OX1R antag	canonical_smiles
-1.7	i	-2	CN(C)/C=C1\N=C(c2ccc(Cl)cc2Cl)OC1=O
-1.9	i	2	CC(CCc1ccccc1)NC(=O)CCCn1ncn2c(cc3occc32)c1=O (stereo not given)
-1.3	i	6	O=C(CCC(=O)OCC(=O)c1ccc(Br)cc1)Nc1ccc(Br)c2cccnc12
-0.5	i	5	O=C1CC(NS(=O)(=O)c2cccnc2)CN1c1ccc(F)cc1 (stereo not given)
-8.5	i	-1	CC(C)C[C@H](NC(=O)Nc1ccc(S(N)(=O)=O)cc1)C(=O)O
-0.1	i	37	COc1ccc(S(=O)(=O)N2CCCC(C(=O)NCC3CCCO3)C2)cc1C (stereo not given)
0.6	i	10	NNC(=O)CSc1nnnn1-c1ccccc1
-0.8	i	2	O=S1(=O)CCC(n2ncc3c2/C(=C/c2ccccc2)CC3)C1 (stereo not given)
-0.3	i	.	FC(F)(F)c1cccc(-c2nc(-c3ccncc3)no2)c1
0.7	i	20	CC[n+]1c(/C=C/Nc2ccccc2)sc2ccccc21
0.3	i	14	CCOC(=O)C1CCCN(C(=O)c2ccc3nc(-c4ccccc4)c(-c4ccccc4)nc3c2)C1 (stereo not given)
-1.5	i	19	Nc1ccc(CSc2ccc(Cl)cc2)cc1
-0.3	i	35	CCn1c(SCC(=O)N2c3ccccc3CC2C)nnc1-c1ccco1 (stereo not given)
-0.8	i	86*	O=C(c1ccc(F)cc1)N1CCN(C(=O)c2ccc([N+](=O)[O-])cc2)CC1
0.8	i	6	N=C1C(c2nc3ccccc3[nH]2)=C(O)CN1c1ccc(CC(=O)O)cc1
0.0	i	4	Cc1ccc(-c2nnn(CC(=O)NCC3CC3)n2)o1
1.8	i	-3	N#CCCSc1ncnc2c1oc1ccccc12
-0.5	i	12	COc1cccc(CN2CCN(C3CSCCSC3)CC2CCO)c1 (stereo not given)
0.2	i	24	COc1ccc(C(c2nnnn2CS(=O)(=O)c2ccc(C)cc2)N2CCN(c3ncccn3)CC2)cc1 (stereo not given)
-0.8	i	7	Cc1ccccc1-c1nc(-c2ccc(NC(=O)c3ccc(Br)o3)cc2)no1

# Other entries.
STK33 kinase inh	KCNQ2 inh	OX1R antag	canonical_smiles
1.4	i	29	Cc1nnc(OCc2nc3ccccc3n2C)c2ccccc12
-0.5	i	3	COc1ccc(C(=O)NNC2=CC(=O)CC(C)(C)C2)cc1OC
-0.6	i	0	CN(C)S(=O)(=O)c1ccc(C(=O)NCC2(N3CCCCC3)CCCCC2)cc1
-1.1	i	7	CCCC/C(O)=C1\C(=O)CC(C)(C)CC1=Nc1ccc(N)cc1
-0.8	i	14	CN(Cc1nc(-c2ccccc2)no1)C1CCOCC1
0.1	i	15	Cc1cccc(Cc2cnc(NC(=O)C3=NCCN3)s2)c1
9.4	i	10	CC(=O)Nc1ccc(NS(=O)(=O)c2cccc3ccccc23)cc1
2.7	.	3	CCc1cc2c(COC(=O)CCNS(=O)(=O)c3cccc(C(F)(F)F)c3)cc(=O)oc2cc1O
-0.3	i	0	Cc1nc2ccccn2c1C(=O)NCc1cccnc1
0.0	.	1	COc1ccc(N2CCN(C(=O)c3cn(Cc4ccccc4)nc3-c3cccnc3)CC2)cc1
-0.4	i	19	O=C1CSC(c2cn(-c3ccccc3)nc2-c2ccc3c(c2)OCCO3)N1CCN1CCOCC1 (stereo not given)
-2.1	i	14	COc1ccc(NC(=O)Nc2cnccn2)cc1
1.2	i	8	COC(=O)c1c(C(=O)OC)c(-c2ccc(F)cc2)n2c1CS(=O)(=O)C2
0.0	i	3	CC(C)C(OC(=O)c1nsc(Cl)c1Cl)C(=O)NC1CCCCC1 (stereo not given)
-1.4	i	4	CCOCCc1nnc(NC(=O)C2CCN(C(=O)c3ccco3)CC2)s1
-1.8	i	12	COc1cccc(-c2cc(C(=O)NC3CCCC3)c3ccccc3n2)c1
-0.3	i	9	COc1cccc(C(=O)Cn2c(N3CCOCC3)nc3c2c(=O)n(C)c(=O)n3C)c1
-1.4	.	8	NCCCCC(=O)O
-0.6	i	22	CCn1c(-c2ccco2)nc2ccccc21
-2.0	i	29	Cc1cccc(N2CCN(C(=O)CSc3ccsc3[N+](=O)[O-])CC2C)c1 (stereo not given)

# (listing goes on)
STK33 kinase inh	KCNQ2 inh	OX1R antag	canonical_smiles
-0.4	i	40	CN1C(=O)C(C)(C)c2cc(S(=O)(=O)N3CCC(C(=O)NCc4ccccc4Cl)CC3)ccc21
-1.1	i	-2	COc1ccc(N(CC(=O)NCC2CCCO2)C(=O)CCC(=O)Nc2nccs2)c(OC)c1 (stereo not given)
1.9	i	29	O=C1CCNc2cc3ccccc3cc21
-0.4	i	88*	O=C(O)c1cccc2c1C(=O)c1cccc3snc-2c13
-0.6	i	24	Cc1nc2ccccn2c1C(=O)N/N=C/c1ccc2c(c1)OCO2
0.5	i	16	O=C(N/N=C/c1c[nH]c2ccccc12)C1COc2ccccc2O1 (stereo not given)
0.6	i	21	CC(OC(=O)CCOc1ccccc1)C(=O)Nc1ccc(Cl)cn1 (stereo not given)
-3.3	i	19	Cc1ccc(Cn2c(SCC(=O)N/N=C/c3ccccc3OCC(=O)O)nc3ccccc32)cc1
-0.1	i	-1	COc1cccc(CN2CCNC(=O)C2CC(=O)N(C)C2CCCCC2)c1OC (stereo not given)
1.7	i	22	Clc1cccc(OCc2nnc(-c3ccccc3Br)o2)c1
2.3	i	13	Cc1cc(NC(=O)c2ccccc2F)on1
-0.5	i	18	CCOC(=O)c1cnn(-c2cccc(Cl)c2)c1N
0.1	i	-2	CCCCC(=O)Nc1ccc(NC(=O)c2ccco2)cn1
-1.1	i	-27	CSc1ncc(Cl)c(C(=O)Nc2cc(C)ccc2C)n1
-1.5	i	5	C#CCOCCOCCOCCNc1nc(N2CCN(C(=O)[C@H](Cc3cc4ccccc4[nH]3)n3cc([C@@H](N)C(C)CC)nn3)CC2)nc(N2CCN(C(=O)[C@H](Cc3cc4ccccc4[nH]3)n3cc([C@@H](N)CC(C)C)nn3)CC2)n1 (stereo not given in full)
-0.6	i	1	CCCc1c(O)nc(SCCN(CCC)CCC)[nH]c1=O
0.0	i	8	COc1cccc(NC(=O)COC(=O)Cc2ccc(Cl)cc2)c1
-0.1	i	2	CC(=O)c1c(NCc2ccccc2)nc(=O)n(-c2ccccc2)c1C
-2.1	i	6	CCC(Sc1nc2cc3c(cc2c(=O)n1Cc1ccco1)OCO3)C(=O)Nc1ccccc1OC (stereo not given)
-1.5	i	33	CN(C(=O)COC(=O)c1ccc2c(c1)OCCO2)c1ccccc1

# (cont.)
STK33 kinase inh	KCNQ2 inh	OX1R antag	canonical_smiles
-0.5	i	2	Cc1cc(C)c(NC(=O)Cn2cnc3c(oc4ccccc43)c2=O)c(C)c1
0.0	i	10	Brc1ccc(-c2csc(N/N=C/c3cccnc3)n2)cc1
-1.1	.	3	CN(C)S(=O)(=O)c1ccc(NC(=O)CSc2nnc(-c3ccco3)n2N)cc1
-0.5	.	21	CC[C@@H]1C=C(C(=O)O)[C@H](c2ccc(Cl)c(Cl)c2)N1S(=O)(=O)c1ccc(C)cc1
-1.8	i	7	Cc1nc(SCC(=O)Nc2cc(C)on2)c2c(=O)n(C)c(=O)n(C)c2n1
-0.5	i	12	O=C(COC(=O)Cc1n[nH]c(=O)c2ccccc12)Nc1cccc(C(F)(F)F)c1
-0.9	i	-2	Oc1ccc(/C=N/Nc2ncc(Cl)cc2Cl)cc1
-1.0	i	10	Clc1ccc2c(NCc3ccccn3)ncnc2c1
-1.1	i	1	CC(C)C(NC(=O)OCc1ccccc1)C(=O)OCC(=O)NCc1ccco1 (stereo not given)
-0.7	i	8	COc1ccc(-c2oc3ccc(-c4ccc(OC)nc4)cc3c2-c2ccc(OC)cc2)cc1

# In a second layout: entries from further up
# Screens in order – STK33 kinase inh, KCNQ2 inh, OX1R antag
Cc1nc(SCC(=O)Nc2cc(C)on2)c2c(=O)n(C)c(=O)n(C)c2n1
    -1.8, i, 7
O=C(COC(=O)Cc1n[nH]c(=O)c2ccccc12)Nc1cccc(C(F)(F)F)c1
    -0.5, i, 12
Oc1ccc(/C=N/Nc2ncc(Cl)cc2Cl)cc1
    -0.9, i, -2
Clc1ccc2c(NCc3ccccn3)ncnc2c1
    -1.0, i, 10
CC(C)C(NC(=O)OCc1ccccc1)C(=O)OCC(=O)NCc1ccco1 (stereo not given)
    -1.1, i, 1

# As a working copy, part of the list above.
STK33 kinase inh	KCNQ2 inh	OX1R antag	canonical_smiles
-0.8	i	86*	O=C(c1ccc(F)cc1)N1CCN(C(=O)c2ccc([N+](=O)[O-])cc2)CC1
0.8	i	6	N=C1C(c2nc3ccccc3[nH]2)=C(O)CN1c1ccc(CC(=O)O)cc1
0.0	i	4	Cc1ccc(-c2nnn(CC(=O)NCC3CC3)n2)o1
1.8	i	-3	N#CCCSc1ncnc2c1oc1ccccc12
-0.5	i	12	COc1cccc(CN2CCN(C3CSCCSC3)CC2CCO)c1 (stereo not given)

# Compound activity (PubChem BioAssay)
